Screening results: PubChem, several laboratories
PrPC TRFRET = reduces human prion protein on the cell surface; cell surface PrPC, TR-FRET read-out; P04156; inhibition, % at 13.8 µM; 0.43% of 370,000 active; in the data active means inhibition above about 24%; further: 0% = median of the test wells and 100% = reference compound wells
PfHsp40 yeast = compounds rescuing yeast from Plasmodium falciparum HSP40 toxicity. S. cerevisiae expressing PfHsp40, growth rescue, ATP luminescence. growth rescue, % at 12.5 µM. 0.68% of 340,000 active. AID 504582; in the data active means growth rescue above about 28%, passing the limit was not always enough; inconclusive means no clear call, values can overlap the other calls;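 further: yeast W303a lacking pdr1 and pdr3 grown in galactose medium; growth measured after three days at 30 °C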
BoNT-A LC inh2 = blocks Botulinum neurotoxin A light chain protease. 0.17% of 360,000 active. inhibition, % at 10 µM. multiplex microsphere protease substrate cleavage, flow cytometry; further: plate controls were buffer without enzyme for full effect and enzyme alone for no effect
TcdB inh = blocks C. difficile toxin B glycohydrolase activity; P18177; TcdB glycohydrolase enzymatic assay, plate reader; inhibition, % at 9.99 µM; 0.24% of 350,000 active; AID 652162; in the data active means inhibition above about 10%
BoNT F protease = inhibitors of Botulinum neurotoxin F light chain protease; inhibition, % at 10 µM; Multiplex microsphere protease cleavage assay, flow cytometry; AID 588497; 0.22% of 360,000 active; in the data active means inhibition above about 35%, passing the limit was not always enough; inconclusive means no clear call, values can overlap the other calls; further: plate controls were buffer without enzyme for full effect and enzyme alone for no effect
Yp Topo-I inh = Y. pestis Topo-I inhibition via cleavage products. Y. pestis Topo-I cleavage product accumulation, plate reader. activity, % at 10 µM. 0.064% of 360,000 active; in the data active means activity above about 50%, passing the limit was not always enough; inconclusive means no clear call, values can overlap the other calls; further: inactives centre near 2
FadD28 FP inh = blocks FadD28 binding to the bisubstrate probe | fluorescence polarization | 0.22% of 360,000 active | inhibition, % at 12.5 µM | AID 588549; in the data active means inhibition above about 8.5%, passing the limit was not always enough; inconclusive means no clear call, values can overlap the other calls
Anthrax LF inh2 = inhibitors of Bacillus anthracis lethal factor protease; multiplex microsphere protease cleavage assay, LF; inhibition, % at 10 µM; 0.12% of 360,000 active; AID 588501; further: plate controls were buffer without enzyme for full effect and enzyme alone for no effect
Target sequence (P15917 whole entry, looked up): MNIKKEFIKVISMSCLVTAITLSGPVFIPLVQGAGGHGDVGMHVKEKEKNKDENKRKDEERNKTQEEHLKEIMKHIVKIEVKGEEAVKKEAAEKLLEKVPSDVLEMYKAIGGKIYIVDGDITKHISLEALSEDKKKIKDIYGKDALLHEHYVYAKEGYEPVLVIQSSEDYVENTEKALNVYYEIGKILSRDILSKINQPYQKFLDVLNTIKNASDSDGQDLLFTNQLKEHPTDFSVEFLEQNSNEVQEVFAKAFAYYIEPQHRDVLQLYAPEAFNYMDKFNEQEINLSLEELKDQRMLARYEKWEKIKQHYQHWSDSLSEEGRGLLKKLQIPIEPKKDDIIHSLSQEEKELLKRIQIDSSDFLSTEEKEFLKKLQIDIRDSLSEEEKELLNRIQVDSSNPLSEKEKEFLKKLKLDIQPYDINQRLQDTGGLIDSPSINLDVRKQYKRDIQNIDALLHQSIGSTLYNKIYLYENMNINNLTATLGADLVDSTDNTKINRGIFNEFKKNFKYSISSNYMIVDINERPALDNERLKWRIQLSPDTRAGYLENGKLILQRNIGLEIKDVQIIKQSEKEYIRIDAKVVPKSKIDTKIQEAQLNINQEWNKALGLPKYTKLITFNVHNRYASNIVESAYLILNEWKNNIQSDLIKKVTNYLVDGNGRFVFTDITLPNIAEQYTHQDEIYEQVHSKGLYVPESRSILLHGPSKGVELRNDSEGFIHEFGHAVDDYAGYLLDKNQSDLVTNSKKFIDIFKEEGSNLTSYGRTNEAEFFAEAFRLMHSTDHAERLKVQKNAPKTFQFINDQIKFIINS
CCHF vOTU inh = blocks the CCHF virus ovarian tumor domain protease; CCHFV vOTU protease, Pep-AMC fluorescence; inhibition, % at 11.5 µM; 0.55% of 370,000 active; AID 651958; in the data active means inhibition above about 30%; further: 0% = vehicle wells with enzyme and 100% = no enzyme wells
* hit, by the source's call; ? = inconclusive; . = not tested or not shown. Unless noted, no stated cut-off is given here; in the data, active means inhibition above about 30%; inconclusive means no clear call, values can overlap the other calls; inactive means below that. Random draw from the library; about 2.3% have a hit in one of these screens.

SMILES	PrPC TRFRET	PfHsp40 yeast	BoNT-A LC inh2	TcdB inh	BoNT F protease	Yp Topo-I inh	FadD28 FP inh	Anthrax LF inh2	CCHF vOTU inh
CC(=O)Nc1ccc(S(=O)(=O)NC(C)C(=O)NCC(c2ccco2)N2CCCCC2)cc1 (stereo not given)	-3	0.5	0.3	2.1	-12	1	-3.0	-1	18
CSc1ccc(S(=O)(=O)NCC(=O)OCC(=O)N(Cc2ccccc2)C(C)C)cc1[N+](=O)[O-]	-10	-1.3	0.3	0.6	0	26	-3.6	-5	9
Fc1cc(NCc2ccccc2)nc(NCc2ccccc2)n1	7	3.7	0.3	-0.3	-2	-6	-1.6	-1	5
CC(C)C(=O)Nc1nc2ccc(S(C)(=O)=O)cc2s1	-7	-1.1	0.2	-0.4	1	0	-1.2	1	5
O=C(CN1C(=O)c2ccccc2S1(=O)=O)NC1CCCCC1	-9	-0.7	-1.9	1.2	14	-3	-2.9	7	7
Cc1ccc(NC(=O)Nc2cc(C)on2)cc1	1	-0.6	0.1	1.1	-6	6	-0.4	1	3
COc1ccc(N2CCN(C(c3cccs3)C(C)NC(=O)c3ccc4c(c3)OCO4)CC2)cc1 (stereo not given)	-8	0.6	-0.5	-0.3	0	6	0.1	-3	5
Cc1nc2nc(SCC(=O)O)nn2c(C)c1Cc1c(F)cccc1Cl	-3	-1.4	-0.2	1.8	-1	7	-5.4	-1	6
Cc1ccc(Cn2ncc3c(NCCCN(C)C)ncnc32)cc1	6	0.3	-2.0	0.0	-21	-5	-3.5	-7	7
Cc1ccc(-c2cn(CCN)c(-c3ccncc3)n2)cc1	-4	-1.7	-1.4	0.3	-17	14	0.8	-1	3
Cc1sc2nc(C)n(/N=C/c3ccc(O)cc3O)c(=O)c2c1C	3	-0.7	-0.6	-0.9	-8	-6	-0.7	-3	11
O=C(OCCN1CCCCC1)c1ccc(Cl)cc1	-9	0.0	-0.8	.	-6	0	0.4	5	-5
Cc1ccc(S(=O)(=O)N2CCN(C(=O)COC(=O)c3ccccn3)CC2)c(C)c1	4	.	1.4	-2.4	-8	-2	-0.4	-4	-3
CC(C)NC(=O)/C(C#N)=C/c1ccc(N(C)C)o1	-19	0.3	2.4	-2.0	?	-1	-3.6	-10	22
CS(=O)(=O)N(CC(=O)N1CCCCCC1)c1ccc(Br)cc1	6	-1.0	0.1	.	5	4	-1.5	-6	2
Cc1ccc(-c2nn(C)c(=O)c3ccccc23)cc1S(=O)(=O)N1CCOCC1	-5	-0.4	-11	.	-13	8	-2.6	-7	-16
Cc1coc(=N)n1CC(=O)c1ccc(Cl)cc1	4	1.6	-0.9	0.6	2	6	0.2	-2	10
COC(=O)CN1C(=S)N(c2ccc(OC)cc2)C(=O)/C1=C/c1cccs1	-11	0.5	0.9	.	-2	1	-1.4	1	10
O=S(=O)(NCC(c1ccc2c(c1)OCO2)N1CCOCC1)c1ccc(Cl)cc1 (stereo not given)	-8	-0.5	-1.3	1.5	?	17	-4.8	-3	-4
COc1ccc(-c2cc(C3CCN(CC(O)C(F)(F)F)CC3)[nH]n2)cc1 (stereo not given)	-5	-0.7	-2.3	0.9	-16	4	-1.1	-2	-3
COc1ccc(OC)c(NC(=O)c2cccc(NC(=O)c3ccco3)c2)c1	1	.	-0.3	0.7	-6	14	-4.5	0	12
O=C(CN1CCN(Cc2ccccc2)CC1)Nc1nc2ccccc2s1	4	-0.1	-4.0	2.3	-20	2	-4.3	-12	1
O=C(CCCN1C(=O)/C(=C/c2ccc3c(c2)OCO3)SC1=S)Nc1cccc(C(=O)O)c1	-9	0.0	-1.9	0.4	6	29	-1.5	5	-2
COc1cc(OC)cc(C(=O)NCC(=O)OCC(=O)NC2CCCc3ccccc32)c1 (stereo not given)	-1	-1.0	-0.3	1.0	2	20	-8.0	4	7
C=CCc1c(C)nc(N)[nH]c1=O	7	-0.4	-0.2	1.1	-6	2	-7.3	-1	-3
CC(C)(C)NC(=O)CN(C(=O)CN1C(=O)C(=O)c2ccccc21)C(C)(C)C	-3	0.1	-0.5	1.2	0	3	-0.2	-3	11
Cc1ccc(-n2nc(C)c3c(C)onc3c2=O)cc1	1	0.3	-2.0	0.6	?	-5	-1.1	0	4
Cn1cc(Br)c(C(=O)Nc2ccc3c(C(F)(F)F)cc(=O)oc3c2)n1	4	-0.2	-1.2	1.7	-3	0	-0.4	-1	-28
O=C1CCC(=O)N1Cc1c(Cl)cccc1Cl	2	-0.1	-2.7	0.6	-7	6	-1.0	-3	4
Cc1ccc(S(=O)(=O)N2CCN(CCOc3ccccc3)CC2)cc1	2	0.0	-4.7	-0.6	-25	21	-3.3	0	-3
CCOc1ccc(S(=O)(=O)N2CCOCC2)cc1NC(=O)C1CSC2(C)CCC(=O)N12 (stereo not given)	4	-0.9	0.4	-0.1	-4	-2	0.3	4	-4
O=C(NCC(=O)N(Cc1ccccc1)C(C(=O)NC1CCCC1)c1ccco1)c1ccco1 (stereo not given)	-3	-0.4	0.5	.	32	4	-2.5	0	10
O=C(CSc1nnc(Cn2nnc3ccccc32)o1)N(Cc1ccc(F)cc1)c1ccccc1	12	4.3	-0.4	.	-8	15	-8.1	-3	3
COc1ccc(-c2cc(-c3ccccc3)nc(=O)[nH]2)cc1	6	-0.4	0.3	1.7	-10	8	-2.5	0	-204
O=C(NCCc1ccccc1)N1c2ccccc2Sc2ccccc21	2	3.1	-0.4	.	3	3	-3.5	-3	11
O=C(O)CCn1cc(/C=C2/NC(=S)N(c3ccccc3)C2=O)c(-c2ccccc2)n1	-14	1.4	0.3	.	-3	3	1.8	-1	4
COc1ccc(C(=O)Nn2cnc3ccccc3c2=O)c(OC)c1	0	0.5	-0.9	1.2	-3	-1	0.7	-1	-6
S=C1NC(c2ccccc2)=NCN1c1ccc(Br)cc1	-2	6.0	0.5	1.5	0	12	-16	1	4
CN1CCN(c2nc3c(c(=O)[nH]c(=O)n3C)n2Cc2cccc(Br)c2)CC1	-7	6.0	1.2	1.1	15	-1	-1.4	-6	0
COc1ccc(C(=O)Nc2cc(C(C)=O)c(/C=C/N(C)C)oc2=O)cc1	5	-0.5	1.0	.	0	8	-7.6	1	2
COc1ccc(S(=O)(=O)NCCN2CCOCC2)cc1[N+](=O)[O-]	-10	-0.3	0.1	1.8	7	-8	-1.3	-2	6
CCCc1cc(=O)[nH]c(SCC(=O)Nc2cccc(S(=O)(=O)N3CCCCC3)c2)n1	-1	-0.5	0.2	0.6	1	6	0.8	7	1
Cc1ccc(-c2nnn(CC(=O)N3CCC(C)CC3)n2)o1	7	1.6	0.9	.	-5	0	0.0	-2	-17
Cc1cc2ccccc2nc1-c1ccccc1F	1	1.3	0.4	0.4	-2	-5	-5.5	-3	11
CCOC(=O)c1c(C)[nH]c(C)c1C(=O)CSc1nncs1	1	0.1	-1.1	-0.7	-11	1	-1.2	-3	9
O=C(CCn1c(=O)oc2ccccc21)N1CCN(C(c2ccccc2)c2ccccc2)CC1	6	0.2	0.3	.	6	-5	-1.0	-2	10
COc1ccc2c(=O)c(-c3ccccc3)coc2c1	10	-1.9	-1.1	-2.5	-4	-3	-3.5	2	20
COc1ccc(CC(=O)Nc2ccc3c(c2)CCC3)cc1S(=O)(=O)N1CCOCC1	9	0.8	1.4	.	-2	35	1.1	1	0
CC/C(=N\NC(=O)c1nnn(-c2nonc2N)c1-c1cccc(OC)c1)c1ccc(C)cc1	0	0.6	-2.0	1.3	-4	21	-7.2	-3	7
O=C(C(=O)c1ccc(O)c(O)c1)c1ccc(O)c(O)c1	-2	-1.6	0.2	-5.2	12	2	-1.9	-2	20
CC(=O)O[C@H]1CC(=O)OC(C)(C)C2CC(=O)[C@]3(C)C(CC[C@@](C)([C@@H](O[C@@H]4O[C@H](CO)[C@@H](O)[C@H](O)[C@H]4O)c4ccoc4)[C@@]34O[C@@H]4C(=O)O)[C@]21C (stereo not given in full)	4	0.4	-1.9	0.2	-18	1	0.3	-7	2
Cc1ccc(NC(=O)C2C3CCCC2C3c2ccccc2)cc1C (stereo not given)	-2	0.7	-0.2	.	2	6	1.7	-3	6
CCOc1cccc(=NC2CCCCC2)c2c(C)n(C)c(C)c12	-11	.	0.1	-4.4	-6	9	-0.5	-7	5
COc1ccc(Cn2c(=O)[nH]c3cc(C(=O)NC4CCCC4)ccc3c2=O)cc1	-1	-0.7	0.7	1.3	3	5	-0.5	-8	-9
Cc1cccc(C)c1C(=NCCCN(C)C)c1ccccc1	2	0.6	0.2	.	-7	-4	-2.2	0	-6
C=CCNC(=S)N(Cc1ccccc1)Cc1ccccc1	-1	6.6	-0.2	2.3	-4	2	-4.6	-7	-10
O=C(Nc1ccccn1)C1(c2cccs2)CCOCC1	-3	14	0.5	.	-3	4	-1.6	5	-16
O=C(CS(=O)(=O)c1ccccc1)Nc1ccccn1	0	-1.2	-0.6	3.1	2	1	-2.9	3	1
CC(=O)Nc1ccc(S(=O)(=O)C(C#N)c2nc3ccccc3nc2NCCN2CCOCC2)cc1 (stereo not given)	6	-0.8	1.9	1.0	5	17	-3.2	-1	-10
CC1(C(=O)NCc2ccc3c(c2)OCO3)CCN1CCc1ccccc1 (stereo not given)	-1	.	-0.1	1.1	-3	13	-2.8	8	13
Following part:
SMILES	PrPC TRFRET	PfHsp40 yeast	BoNT-A LC inh2	TcdB inh	BoNT F protease	Yp Topo-I inh	FadD28 FP inh	Anthrax LF inh2	CCHF vOTU inh
CCN(C(=O)C1CCCCC1)c1nnc(-c2cccnc2)s1	-3	-1.1	0.4	.	-19	3	-0.3	-4	8
c1ccc(Cc2noc(CN3CCN(CCOc4ccccc4)CC3)n2)cc1	-1	0.0	-0.1	0.7	1	5	-2.7	0	-3
O=C(COc1ccc(Cl)cc1Cl)NCCCN1CCOCC1	1	-1.2	-1.3	0.6	-12	-5	-0.2	-4	-12
Cc1cc(C)c(C)c(S(=O)(=O)N2CCC(C(=O)OCC(=O)N3c4ccccc4NC(=O)C3(C)C)CC2)c1C	7	-0.2	-1.7	.	-4	10	-2.6	-2	17
O=S(=O)([N-]c1nc2ccccc2nc1-[n+]1ccc(Cc2ccccc2)cc1)c1ccc(Br)s1	-16	2.2	.	1.4	.	-1	-2.5	.	9
O[C@@H](CNC[C@H](O)c1ccccc1)c1ccccc1	2	-0.2	0.1	.	-1	5	-3.5	-2	-3
COc1ccccc1NC(=O)CC1S/C(=N/N=C2\CCCc3ccccc32)NC1=O (stereo not given)	9	4.6	-0.6	0.9	-3	5	0.7	-3	19
COc1cccc(NC(=O)C2C3C=CC4(O3)C2C(=O)N(CCCN2CCC(C)CC2)C4C(=O)NC2CCCCC2)c1 (stereo not given)	7	0.0	-0.5	9.9	2	-6	-2.7	-3	2
O=C(COC(=O)C1(c2cccc(F)c2)CCCC1)NCc1ccc2c(c1)OCO2	5	0.0	-0.9	.	-14	31	-2.5	-2	-16
CC(C)C[C@H](NC(=O)OC(C)(C)C)C(=O)N/N=C/c1ccc2nccnc2c1	-7	1.9	0.5	.	-2	3	-0.2	-2	-4
Cc1ccccc1-c1nc(SCc2cccnc2)c2c(=O)n(C)c(=O)n(C)c2n1	9	-0.8	-0.3	1.4	-5	-9	0.8	-5	1
C=CCc1cc(C=O)cc(OC)c1OCc1c(Cl)cccc1Cl	0	3.4	?	.	-5	39	-5.0	-2	0
